Screening results from PubChem BioAssay.
VHR inh abs = DUSP3 (human) phosphatase inhibition; recombinant VHR phosphatase, pNPP absorbance; inhibition, % at 13.3 µM; 290,000 compounds, 0.52% hits; in the data active means inhibition above about 50%; further: some compounds called inactive have numbers as strong as hits
Target sequence (P51452 whole entry, looked up): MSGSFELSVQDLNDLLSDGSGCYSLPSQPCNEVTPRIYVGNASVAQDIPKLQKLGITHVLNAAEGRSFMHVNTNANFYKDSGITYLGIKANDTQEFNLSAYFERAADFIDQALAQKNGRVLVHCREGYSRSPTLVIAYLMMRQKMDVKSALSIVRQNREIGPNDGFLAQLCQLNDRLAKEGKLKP
CCHFV vOTU inh = CCHFV vOTU protease inhibition; Pep-AMC fluorescence; inhibition, % at 11.5 µM; 370,000 compounds, 0.55% hits; further: 0% = vehicle wells with enzyme and 100% = no enzyme wells
BioA inh = BioA (M. tuberculosis) enzyme inhibition. purified M. tuberculosis BioA enzyme, plate reader. inhibition, % at 9.99 µM. 360,000 compounds, 0.096% hits; in the data active means inhibition above about 40%; inconclusive means no clear call, values can overlap the other calls
FadD28 binding = inhibitors of Mycobacterium tuberculosis FadD28 bisubstrate binding. FadD28 bisubstrate probe binding, fluorescence polarization. 360,000 compounds, 0.22% hits. AID 588549. inhibition, % at 12.5 µM; in the data active means inhibition above about 8.5%, passing the limit was not always enough; inconclusive means no clear call, values can overlap the other calls
GDH-TPI inh = inhibits GDH-TPI coupling enzymes, artifact for Mtb FBA screen | inhibition, % at 4.8 µM | GDH-TPI coupled enzyme counterscreen, NADH absorbance | 360,000 compounds, 1.2% hits;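 further: 0% = DMSO wells and 100% = wells lacking the enzyme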
Rv3671c protease = inhibits the M. tuberculosis serine protease Rv3671c | 320,000 compounds, 0.048% hits | inhibition, % at 5.96 µM | AID 2606; in the data active means inhibition above about 38%;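 further: extracellular domain of Rv3671c used as enzyme; 0% = enzyme with DMSO and 100% = no enzyme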
Mtb UGM inh = Mtb UDP-galactopyranose mutase inhibition | P9WIQ1 | purified UGM, fluorescence polarization probe displacement | inhibition, % at 10 µM | 320,000 compounds, 0.06% hits | AID 504406; in the data active means inhibition above about 10%, passing the limit was not always enough; inconclusive means no clear call, values can overlap the other calls
Target sequence (P9WIQ1 whole entry, looked up): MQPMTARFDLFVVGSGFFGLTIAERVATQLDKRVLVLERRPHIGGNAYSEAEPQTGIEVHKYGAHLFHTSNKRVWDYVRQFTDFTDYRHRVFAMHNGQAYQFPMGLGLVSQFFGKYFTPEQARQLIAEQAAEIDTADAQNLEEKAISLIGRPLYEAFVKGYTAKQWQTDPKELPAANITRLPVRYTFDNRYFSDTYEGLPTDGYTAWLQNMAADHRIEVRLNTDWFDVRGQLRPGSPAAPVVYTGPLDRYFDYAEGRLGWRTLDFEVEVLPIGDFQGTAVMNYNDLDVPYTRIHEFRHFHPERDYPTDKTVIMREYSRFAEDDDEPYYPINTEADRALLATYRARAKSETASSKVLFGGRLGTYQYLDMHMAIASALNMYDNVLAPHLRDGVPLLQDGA
MazF activator = activators of E. coli MazEF toxin-antitoxin RNase. P0AE70. FAM/BHQ RNA-DNA oligo cleavage fluorescence, 5 h. activation, % at 20 µM. 350,000 compounds, 0.32% hits. AID 504720; in the data active means activation above about 50%
Target sequence (P0AE70 whole entry, looked up): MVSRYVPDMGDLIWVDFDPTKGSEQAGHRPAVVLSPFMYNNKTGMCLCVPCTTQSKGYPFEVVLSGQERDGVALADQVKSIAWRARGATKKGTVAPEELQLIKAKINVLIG
Mtb FBA inh = inhibitors of M. tuberculosis fructose-bisphosphate aldolase | P9WQA3 | purified M. tuberculosis FBA, fluorescence read-out | inhibition, % at 1 µM | 360,000 compounds, 2.3% hits; in the data active means inhibition above about 27%;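 further: 0% = vehicle and 100% = reference inhibitor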
Target sequence (P9WQA3 whole entry, looked up): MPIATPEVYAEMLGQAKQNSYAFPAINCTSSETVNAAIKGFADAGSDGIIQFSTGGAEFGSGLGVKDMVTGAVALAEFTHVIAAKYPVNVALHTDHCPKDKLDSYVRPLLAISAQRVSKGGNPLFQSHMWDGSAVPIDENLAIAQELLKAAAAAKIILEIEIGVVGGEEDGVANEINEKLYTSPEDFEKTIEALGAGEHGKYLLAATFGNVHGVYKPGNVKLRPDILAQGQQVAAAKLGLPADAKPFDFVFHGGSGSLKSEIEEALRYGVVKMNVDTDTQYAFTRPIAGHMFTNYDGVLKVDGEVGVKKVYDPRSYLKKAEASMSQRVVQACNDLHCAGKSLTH
BoNT F protease = blocks Botulinum neurotoxin F light chain protease; Multiplex microsphere protease cleavage assay, flow cytometry; inhibition, % at 10 µM; 360,000 compounds, 0.22% hits; in the data active means inhibition above about 35%, passing the limit was not always enough; inconclusive means no clear call, values can overlap the other calls; further: plate controls were buffer without enzyme for full effect and enzyme alone for no effect
The depositor's hits bear a star; ? = inconclusive; . = no result given. Unless noted, no stated cut-off is given here; in the data, active means inhibition above about 30%; inactive means the rest.

SMILES	VHR inh abs	CCHFV vOTU inh	BioA inh	FadD28 binding	GDH-TPI inh	Rv3671c protease	Mtb UGM inh	MazF activator	Mtb FBA inh	BoNT F protease
O=C1CSC2N1CCNC21CCCCC1 (stereo not drawn)	3	-2	-0.6	-3.9	9	-1	1.2	6	1	4
COc1ccc2c(c1)C(C)=CC(C)(C)N2S(=O)(=O)c1ccc(Br)cc1	15	-2	.	0.3	8	-8	-0.4	1	0	4
O=C(CN1CCOCC1)N/N=C/c1ccco1	11	-4	.	-3.3	-6	5	-0.3	12	0	-5
O=C1c2ccccc2C(=O)N1Cc1nc2ccccc2c(=O)n1CCN1CCOCC1	.	-6	0.1	1.7	6	-2	3.7	2	2	-2
Cc1ccc(-c2cc(C(=O)NCC3CCCO3)no2)cc1 (stereo not drawn)	-15	2	-0.5	1.8	14	0	-0.6	-22	3	2
COc1ccccc1C(=O)NCCc1c(C)[nH]c2c(C)ccc(F)c12	12	9	.	-3.6	-3	0	-0.4	9	-4	-14
O=C(C#Cc1ccccc1)Nc1ccc(F)cc1	-2	10	6.8	-0.8	-10	0	-0.6	1	0	?
CC(=O)N1N=C(c2ccccc2)OC12CCCC2	4	-6	.	0.3	-2	1	0.7	-15	0	-4
CCOc1ccccc1NC(=O)CSc1ccc(-c2ccco2)nn1	26	17	6.1	-3.6	-2	1	-0.7	1	11	0
COCCNC(=O)/C(C#N)=C/c1ccc(O)c([N+](=O)[O-])c1	1	11	.	-0.1	14	-7	0.8	0	-11	7
COC(=O)C1=C(C)NC2=C(C(=O)CCC2)C1c1coc2ccccc2c1=O (stereo not drawn)	22	-6	0.2	-1.6	7	1	0.6	5	-1	1
Cc1cc(C)nc(SC2=CS(=O)(=O)c3ccccc32)n1	6	-4	-3.1	-5.9	-2	1	2.6	8	-3	-6
CCOc1ccc2nc(/N=C/c3c(C)[nH]n(-c4ccc(C)cc4)c3=O)sc2c1	-5	18	-1.8	0.8	6	-10	-2.1	1	1	7
COc1ccc(C)cc1S(=O)(=O)n1c([N+](=O)[O-])cnc1C	5	-12	0.1	-0.6	3	5	0.1	6	-2	-9
CN1CCN(C(=O)/C=C/c2cn(-c3ccccc3)nc2-c2ccc3c(c2)OCCO3)CC1	13	2	0.4	-7.6	11	0	-0.6	15	5	-6
O=C(/C=C(\c1ccccc1)n1cncn1)c1ccccc1	39	9	.	-0.6	12	-1	-0.8	5	5	-4
O=C(CN1CCN(CC(=O)Nc2ccccc2Cl)CC1)Nc1ccc(F)c(F)c1	-20	-2	1.1	-2.8	0	1	-1.6	-8	1	3
O=C(CNC1CCCCC1)N1CCc2ccccc2C1	24	-2	0.0	0.0	1	1	-1.5	-8	3	2
Cc1cc(C)c(NC(=O)CSc2cccc[n+]2[O-])c(C)c1	.	8	-1.6	-1.3	3	8	-0.5	10	-6	1
Cc1cc(C(=O)O)c(C)n1-c1ccccc1	35	3	-3.8	-4.1	0	-2	1.9	-3	2	?
CCOc1cc(C(=S)N2CCOCC2)ccc1OS(=O)(=O)c1ccc(NC(C)=O)cc1	24	-12	.	-4.0	7	-8	0.5	5	-1	8
O=C(N[C@@H](Cc1c[nH]c2ccccc12)C(=O)O)C1CCN(S(=O)(=O)c2cccs2)CC1	-19	-6	0.7	-2.3	2	1	2.8	4	0	-5
CN(C)c1ccc(S(=O)(=O)NCC(=O)OCC(=O)Nc2cc(Cl)cc(Cl)c2)cc1[N+](=O)[O-]	32	-4	.	-0.5	-2	-20	-2.1	3	-1	-7
CCN(CC)C(=O)CN(C#N)c1nc(OC)nc(N(C)C)n1	2	-5	-0.4	0.6	-5	6	-0.2	5	-3	-5
O=C(CC(=O)c1ccccc1)Nc1ccccc1C(F)(F)F	-5	12	2.1	-0.2	5	-15	-1.8	5	0	2
O=C(Nc1cccc2cccnc12)c1cccc([N+](=O)[O-])c1	8	-6	0.6	-3.6	0	-13	-1.7	2	1	-17
O=C(CSc1nnc(-c2cccnc2)o1)Nc1cccc(Cl)c1	-5	4	1.3	-1.0	-6	2	-1.8	-1	4	-7
CC1CCCC(C)N1CCNC(=O)Cn1nc(-c2ccccc2)ccc1=O (stereo not drawn)	17	-15	0.4	-0.3	8	12	-2.9	3	6	-1
COc1cccc(C(CC(=O)NCC2CCCO2)NS(=O)(=O)c2ccc(C)cc2)c1OC (stereo not drawn)	30	0	-1.0	-0.5	10	.	.	1	1	-7
COc1ccc(CCNS(=O)(=O)c2ccc(Br)s2)cc1	1	7	0.4	-3.5	-2	-4	-1.0	-5	2	-8
COc1ccc(C(=O)/C=C/c2ccc(OC)c(Cn3nnc4ccccc43)c2)cc1	0	0	.	-2.3	20	-40	0.3	-4	5	-3
CC(C)CC1C(=O)N(Cc2cn(CCC3OCCO3)nn2)CCS(=O)(=O)N1Cc1ccc(-c2ccccc2)cc1 (stereo not drawn)	.	7	2.4	0.0	-8	.	.	29	6	-7
Cc1ccc(-c2cc(=O)c3cc(F)ccc3[nH]2)cc1	-7	2	0.4	-4.8	3	-7	-0.6	5	0	-3
COc1ccc(CCNC(=O)CO/N=C/c2cc3c(cc2Br)OCO3)cc1OC	-3	9	-0.1	-2.1	-4	3	1.3	1	0	-1
Cc1ccc(CS(=O)(=O)CCC(=O)NCCC2=CCCCC2)cc1	25	-3	.	-0.4	-6	9	2.3	-5	0	-2
CCCCCOc1cccc(C2C(C(=O)c3cccs3)=C(O)C(=O)N2CCN2CCOCC2)c1 (stereo not drawn)	.	-4	.	-1.6	25	3	-0.1	-2	1	?
O=C(NNC(=O)C1CCN(S(=O)(=O)c2cccc(C(F)(F)F)c2)CC1)C1CC1	8	11	.	-5.4	-7	3	0.2	2	-5	-1
O=C(Cc1cccs1)Nc1ccc2c(c1)C(=O)OC2	32	-2	.	-5.9	4	-3	-2.4	-21	0	1
Cn1c(=O)c2c(nc(Sc3ncccn3)n2Cc2ccccc2Cl)n(C)c1=O	13	11	-0.4	-1.3	-2	-3	1.1	0	0	7
O=C(O)CCCNS(=O)(=O)/C=C/c1ccccc1	37	-3	.	1.6	8	-2	-1.7	9	0	-1
COc1ccc2[nH]c3c(c2c1)CCN1C(=O)C(CC(=O)NCCCN(C)C)C[C@H](C(=O)N2CCOCC2)[C@@]31CCC1CCCC1 (stereo partly drawn)	.	0	0.5	-0.3	-1	.	.	1	0	2
CCN(CC)CCOC(=O)c1ccc(Cl)cc1Cl	14	3	.	-1.5	-10	0	2.3	6	0	3
CC1CCCCC1NC(=O)CN1C(=O)c2cccc(N)c2C1=O (stereo not drawn)	24	-50	.	-2.7	-2	.	.	-26	-2	2
CCOC(=O)c1c(-c2ccccc2)c(C(C)=O)c(=O)n(C)c1C	25	-1	0.8	-2.9	2	1	0.3	5	-5	-4
CCn1nnnc1-c1ccc(OC)c(S(=O)(=O)N2CCCCC2)c1	21	-4	.	1.1	0	8	0.1	3	-3	0
Cc1ccc(-c2csc(NC(=O)CSc3nc4ccccc4[nH]3)n2)cc1	25	15	.	-1.9	9	.	.	-6	1	-8
O=C(O)Cn1c(Cc2ccccc2)nc2ccccc21	24	-12	1.0	-3.7	4	-8	-1.3	1	0	?
O=C(CN1C(=O)NC(c2ccccc2)(c2ccccc2)C1=O)NCCc1ccc(F)cc1	.	-15	.	-1.9	2	-2	0.6	1	-3	-1
COc1ccc(N/C=C/C(=O)c2ccc(OC)c(OC)c2)cc1	1	6	0.1	-2.8	28	2	0.7	-3	0	-5
CCOC(=O)CCNC(=O)Nc1cc2nc(C)n(Cc3cccc(Cl)c3)c2nc1C	10	-14	-1.1	-3.6	-6	4	-1.3	5	1	-5
Cn1ccnc1SCC(=O)c1ccc(OC(F)F)cc1	-46	7	0.0	-2.8	-3	4	0.5	0	-1	-12
COc1ccc(NS(=O)(=O)c2ccc3c(c2)oc(=O)n3C)c(OC)c1	11	-1	3.0	-1.9	1	4	4.7	-1	-1	2
COc1cc2c(cc1OC)C(c1cc3ccc(C)cc3[nH]c1=O)N(C(=O)c1ccco1)CC2 (stereo not drawn)	12	25	1.7	-4.6	4	-2	-1.4	9	-1	3
Cc1ccc(-c2csc(/C=C3/SC(C)C(=O)N3CC(=O)Nc3ccccc3F)n2)cc1 (stereo not drawn)	.	14	.	-1.0	12	.	.	-9	0	1
COC(=O)c1cc(C)sc1NC(=O)CCc1ccccc1	35	4	1.0	-0.9	-13	-9	-1.3	-4	3	-2
O=C(CSCc1cc(=O)n2ccsc2n1)Nc1ccc(F)cc1	14	-1	0.9	-3.7	-1	3	-0.9	8	-2	7
CN(CC(=O)Nc1ccccc1C(F)(F)F)C(=O)CCc1nc2ccccc2c(=O)[nH]1	.	-10	-0.3	-2.3	3	1	3.7	-9	-2	4
CCN(CCn1cccn1)C(=O)CCc1nnc(C2(c3ccc(Cl)cc3)CCC2)o1	25	4	.	-0.4	8	-4	1.1	-5	-1	-5
CCc1cccc(C)c1NC(=O)c1ccc2c(c1)CCN2S(C)(=O)=O	18	-13	-1.3	0.8	2	2	-0.4	-5	5	4
CC(C)[C@H](NC(=O)c1ccco1)C(=O)OCC(=O)c1ccc2c(c1)NC(=O)CO2	-20	-3	.	-3.5	1	-4	-2.3	-1	0	1

A different layout for part of the listing above:
CCOC(=O)CCNC(=O)Nc1cc2nc(C)n(Cc3cccc(Cl)c3)c2nc1C
- VHR inh abs = 10
- CCHFV vOTU inh = -14
- BioA inh = -1.1
- FadD28 binding = -3.6
- GDH-TPI inh = -6
- Rv3671c protease = 4
- Mtb UGM inh = -1.3
- MazF activator = 5
- Mtb FBA inh = 1
- BoNT F protease = -5
Cn1ccnc1SCC(=O)c1ccc(OC(F)F)cc1
- VHR inh abs = -46
- CCHFV vOTU inh = 7
- BioA inh = 0.0
- FadD28 binding = -2.8
- GDH-TPI inh = -3
- Rv3671c protease = 4
- Mtb UGM inh = 0.5
- MazF activator = 0
- Mtb FBA inh = -1
- BoNT F protease = -12
COc1ccc(NS(=O)(=O)c2ccc3c(c2)oc(=O)n3C)c(OC)c1
- VHR inh abs = 11
- CCHFV vOTU inh = -1
- BioA inh = 3.0
- FadD28 binding = -1.9
- GDH-TPI inh = 1
- Rv3671c protease = 4
- Mtb UGM inh = 4.7
- MazF activator = -1
- Mtb FBA inh = -1
- BoNT F protease = 2
COc1cc2c(cc1OC)C(c1cc3ccc(C)cc3[nH]c1=O)N(C(=O)c1ccco1)CC2 (stereo not drawn)
- VHR inh abs = 12
- CCHFV vOTU inh = 25
- BioA inh = 1.7
- FadD28 binding = -4.6
- GDH-TPI inh = 4
- Rv3671c protease = -2
- Mtb UGM inh = -1.4
- MazF activator = 9
- Mtb FBA inh = -1
- BoNT F protease = 3

Going on with the list.
SMILES	VHR inh abs	CCHFV vOTU inh	BioA inh	FadD28 binding	GDH-TPI inh	Rv3671c protease	Mtb UGM inh	MazF activator	Mtb FBA inh	BoNT F protease
Cn1cc(C(=O)N2CCC3(CC2)OCCO3)c2c3ccccc3n(C)c2c1=O	8	-35	.	-0.3	16	-1	-3.8	-3	40*	-1
CCCCOc1nc2ccccc2c(=O)n1-c1ccccc1	7	16	1.7	-4.0	-1	8	-0.8	-5	1	-6
C=CCN1C(=O)C(C(C)CC)NC1=S (stereo not drawn)	-3	-14	.	-2.7	-1	-6	1.4	-3	-3	8
CCc1ccc(OCC(=O)N(C)C2CCS(=O)(=O)C2)cc1 (stereo not drawn)	-6	-8	-4.0	-0.9	10	-1	2.4	6	-1	-12
CCOC(=O)C(Cc1ccc(OC)c([N+](=O)[O-])c1)NC(=O)CCC(=O)Nc1ccc(OC)cc1 (stereo not drawn)	7	17	.	-2.7	6	6	2.4	-3	2	-2
Cc1c(C(=O)NCc2ccco2)sc2nc(-c3ccccc3)cn12	-9	-2	13	-6.0	-1	3	-3.9	9	3	-9
O=C(O)C1Nc2c(O)cccc2C2C=CCC12 (stereo not drawn)	16	23	.	15*	9	31	1.4	8	-6	-7
Cc1cc(C(F)(F)F)n(-c2nc(C(=O)NNS(=O)(=O)c3ccccc3)cs2)n1	-4	23	-1.0	-3.6	-2	2	-3.0	-5	18	.
CCCN1CCC(NC(=S)Nc2ccc(S(N)(=O)=O)cc2)CC1	9	4	-1.5	-0.5	9	-3	2.3	1	-1	0
CC1C(=O)N(Cc2cn(CCC3OCCO3)nn2)CCS(=O)(=O)N1Cc1ccc(-c2ccncc2)cc1 (stereo not drawn)	.	-3	.	0.1	-1	.	.	3	1	2
